# Screens as filed in PubChem.
# ARFGAP1 inhibitor: inhibitors of rat ARFGAP1 GAP activity, primary screen, biochemical, fluorescence polarization, GDP tracer | Arfgap1-stimulated ARF1 GTP hydrolysis, GDP FP detection | inhibition, % at 16.5 µM | ADP-ribosylation factor GTPase-activating protein 1 (Rattus norvegicus), Q62848 | hit rate 0.26% among 360,000 | AID 651572, 2012;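 active = inhibition above a per-plate limit, mean inhibition of low control wells plus 3 SD, cut at about 25% in these data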;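 note: 0% = DMSO wells with enzyme and 100% = wells lacking Arfgap1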
#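 Replicates: Single well per compound | Assay system: Truncated rat Arfgap1 GAP domain | Control set: No-Arfgap1 wells (100%) versus DMSO full-reaction wells (0%) | Times: Enzyme reaction 120 min at 25 °C after 20 min preincubation | Reagent: Human ARF1(Δ1-17)-GTP substrate | Measured by: Tracer-displacement fluorescence polarization with EDTA stop, 620/688 nm | Measure: Percent inhibition of Arfgap1-stimulated GTP hydrolysis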
# NPR1 activator: GC-A stimulated cGMP production enhancers – HEK293 GC-A cells, cGMP TR-FRET, EC30 ANP, primary screen; Atrial natriuretic peptide receptor 1 (Homo sapiens), P16066; 0% at EC30 ANP, 100% saturating ANP; activation, % at 10 µM; hit rate 0.14% among 370,000; AID 1671463, 2021; in the data active = activation above about 40%
# NPR2 activator: human GC-B receptor activators, primary screen, HEK293 GC-B cells, cGMP TR-FRET, EC30 CNP | hit rate 0.11% among 370,000 | Atrial natriuretic peptide receptor 2 (Homo sapiens), P20594 | activation, % at 10 µM | AID 1920062, 2024 | 0% at EC30 CNP, 100% saturating CNP;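 active = activation at 10 µM reaching about 35% in either raw or pattern-adjusted values, limit read from the data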
# SMARCA2 activ: SMARCA2 (BRM) function activators, primary screen, cell-based, luminescence, high throughput; MG213 cells, MMTV-luciferase reporter, dexamethasone, overnight; activation, % at 9.1 µM; hit rate 1% among 370,000; AID 652017, 2013; in the data active = activation above about 7.8%;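 note: 0% = vehicle wells and 100% = reference activator wells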
# mABHD4 FP: ABHD4 inhibitors, primary screen, biochemical, fluorescence polarization, mouse; purified mABHD4, FP-Rh probe fluorescence polarization; inhibition, % at 8.92 µM; hit rate 0.54% among 370,000; AID 720543, 2013;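 active = inhibition exceeding the mean over every tested compound plus 3 SD, cut at about 30% in these data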;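 note: 0% = plate median of compound wells and 100% = S159A mutant with DMSO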
#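 Test system: mouse ABHD4 enzyme, wild type. Reagent: FP-Rh fluorescent activity-based probe, added after compound pre-incubation. Timing: pre-incubation 45 min, probe exposure 60 min, at 25 °C. Technique: FP readout, ex 525 nm / em 598 nm. Benchmarks: high control S159A mutant with DMSO, low control median of compound wells.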
# rCAG RNA binder: binders of r(CAG) RNA repeats, primary screen, biochemical, fluorescence; hit rate 1.3% among 370,000; AID 651821, 2012; inhibition, % at 3 µM; r(CAG) RNA repeat, TO-PRO-1 dye displacement fluorescence;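 active = inhibition above the plate cutoff, the mean of all test compounds on that plate plus 3 SD, cut at about 35% in these data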;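 note: 0% = DMSO alone and 100% = 100 µM mitoxantrone as full dye displacement; higher means more dye released from RNA so lower well fluorescence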
# PG9 binder: binders of HIV-1 gp120 antibody PG9, primary screen, biochemical, TR-FRET; hit rate 0.43% among 360,000; TR-FRET gp120-PG9 antibody binding; inhibition, % at 6.7 µM; HIV-1 gp120 / PG9 antibody interaction; in the data active = inhibition above about 8.5%
# ASAP1 GAP inh: inhibitors of human ASAP1 ArfGAP activity, primary screen, biochemical, fluorescence polarization; Arf-GAP with SH3 domain, ANK repeat and PH domain-containing protein 1 (Homo sapiens), …; ASAP1-stimulated ARF1 GTP hydrolysis, GDP FP detection; inhibition, % at 16.5 µM; hit rate 0.19% among 360,000; in the data active = inhibition above about 25%;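 note: 0% = vehicle with enzyme and substrate and 100% = no enzyme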
# NR1D1 modulator: modulators of Rev-erb alpha DNA binding, primary screen, biochemical, FITC-DNA, fluorescence polarization, uHTS. Rev-erbα–FITC-DNA binding, 90 min. activity, % at 10 µM. hit rate 0.79% among 370,000;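 active = activity above about 14%, limit read from the data; passing the limit was not always enough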;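 note: 0% = DMSO wells with 35 nM protein and 100% = DMSO wells with 750 nM protein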
# Target sequence (P20393 whole entry, looked up): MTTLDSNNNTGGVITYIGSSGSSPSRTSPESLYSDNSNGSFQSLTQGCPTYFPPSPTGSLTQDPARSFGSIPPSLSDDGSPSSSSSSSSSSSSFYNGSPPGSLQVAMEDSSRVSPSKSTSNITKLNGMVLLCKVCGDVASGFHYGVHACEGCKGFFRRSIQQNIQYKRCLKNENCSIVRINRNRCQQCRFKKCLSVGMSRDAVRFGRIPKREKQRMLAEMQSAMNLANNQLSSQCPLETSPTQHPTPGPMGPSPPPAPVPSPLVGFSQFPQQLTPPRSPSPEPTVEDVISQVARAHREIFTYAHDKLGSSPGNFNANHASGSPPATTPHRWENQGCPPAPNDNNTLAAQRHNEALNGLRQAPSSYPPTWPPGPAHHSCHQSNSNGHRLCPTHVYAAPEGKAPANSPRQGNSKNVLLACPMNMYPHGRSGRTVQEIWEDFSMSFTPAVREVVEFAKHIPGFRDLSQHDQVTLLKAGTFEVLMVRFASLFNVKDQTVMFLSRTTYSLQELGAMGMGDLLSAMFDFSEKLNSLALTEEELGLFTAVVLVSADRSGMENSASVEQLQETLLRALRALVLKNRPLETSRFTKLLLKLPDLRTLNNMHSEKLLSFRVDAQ
# HTRA1 inh: HTRA1 serine protease inhibitors, primary screen, biochemical, fluorescence polarization, HTS | Q92743 | recombinant HTRA1, FP-rhodamine activity-based probe | inhibition, % at 5.96 µM | hit rate 0.5% among 340,000 | AID 504803, 2011; in the data active = inhibition above about 36%;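 note: 0% = enzyme with DMSO and 100% = wells lacking enzyme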
# Target sequence (Q92743 whole entry, looked up): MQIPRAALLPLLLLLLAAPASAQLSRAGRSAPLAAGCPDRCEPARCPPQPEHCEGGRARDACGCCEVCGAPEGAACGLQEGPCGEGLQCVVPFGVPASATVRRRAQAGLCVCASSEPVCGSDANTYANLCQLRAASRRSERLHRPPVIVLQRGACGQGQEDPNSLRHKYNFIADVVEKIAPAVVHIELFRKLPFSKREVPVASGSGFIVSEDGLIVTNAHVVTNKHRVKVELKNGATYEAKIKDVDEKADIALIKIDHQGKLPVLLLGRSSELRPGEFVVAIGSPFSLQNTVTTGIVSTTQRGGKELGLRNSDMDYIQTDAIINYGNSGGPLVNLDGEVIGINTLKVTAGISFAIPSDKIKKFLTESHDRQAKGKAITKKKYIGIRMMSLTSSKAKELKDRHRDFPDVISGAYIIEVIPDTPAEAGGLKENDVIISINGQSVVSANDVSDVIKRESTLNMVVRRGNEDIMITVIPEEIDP
# An asterisk follows results filed as active; . = no result given.
structure	ARFGAP1 inhibitor	NPR1 activator	NPR2 activator	SMARCA2 activ	mABHD4 FP	rCAG RNA binder	PG9 binder	ASAP1 GAP inh	NR1D1 modulator	HTRA1 inh
O=C(COC(=O)c1ccccc1O)Nc1ccc(OC(F)F)cc1	7	1	-3	3	-8	3	-0.7	2	0	-8
CC(=O)CCc1c(C)c2cc(C)ccc2[nH]c1=O	8	5	0	3	-7	0	-1.4	-14	3	-6
CCOC(=O)C1=C(C)N=C(SC)N(C)C1c1ccccc1 (centres undefined)	-1	-17	-15	-1	7	-1	-0.7	-6	-2	-1
Cc1ccccc1OCC(=O)N/N=C/c1cc2ccccc2nc1Cl	-5	7	1	-2	7	0	-0.4	3	0	3
O=C(c1cc(-c2ccco2)nc2ccccc12)N1CCCC(C(F)(F)F)C1 (centres undefined)	-5	0	5	-3	-1	10	-0.6	-2	-12	12
Cc1cccc(C(=O)NCCCn2ccnc2)c1C	6	7	5	-3	-4	4	0.5	-5	3	-1
COc1ccc(CCNC(=O)CN(c2ccc(OC)c(OC)c2)S(C)(=O)=O)cc1	15	5	-2	-2	-1	-1	-1.5	-4	-2	5
Cc1ccc(C2C(C#N)=C(N)N(N(C)C)C3=C2C(=O)CCC3)cc1 (centres undefined)	11	-1	0	-4	-2	2	-1.1	-2	1	4
COC(=O)c1nn(-c2cccc(C)c2)c2nnc(Cc3ccccc3)c(=O)n12	10	-5	4	-1	-4	-3	0.1	-1	-1	-5
O=C(Nc1ccc2c(c1)OCCO2)c1cccs1	6	1	2	4	5	1	0.4	8	3	-1
COc1ccc(Cl)cc1N(CC(=O)Nc1ccccc1SC)S(C)(=O)=O	5	-8	-11	-4	-1	0	-2.0	-2	3	-4
CC1CC(=O)N(CC(=O)Nc2ccccc2F)c2ccccc2S1(=O)=O (centres undefined)	-5	4	1	-2	1	0	-1.6	-3	-1	5
CCCn1c(=N)n(CC(=O)C(C)(C)C)c2ccccc21	7	1	-10	1	5	-11	-1.3	-2	3	-11
Cn1nc(C(=O)Nc2nc3ccccc3[nH]2)ccc1=O	-5	-1	-4	7	-4	-1	-3.6	4	2	-3
O=[N+]([O-])c1cc(CN2CCC(O)CC2)ccc1Cl	3	-1	-2	3	13	-1	0.6	-2	-2	4
Cc1ccc(S(=O)(=O)Nc2nc3c(s2)C(=O)CC(C)(C)C3)cc1	12	-3	-1	-2	-5	18	0.5	-8	2	-3
Cc1cccc(N2CCN(C(=O)c3cccc(S(=O)(=O)N4CCCCC4)c3)CC2)c1C	-2	-1	5	-2	1	1	1.1	4	18	1
Cc1cc(OCC(=O)O/N=C(\N)c2ccccc2)cc(C)c1Cl	14	2	-3	1	-3	-1	-1.9	0	4	-6
Cc1nc2cncc(Br)c2n1C	-6	-1	-2	0	0	3	-3.1	9	10	-4
COc1cccc(CNc2ccc(F)c([N+](=O)[O-])c2)c1O	1	-3	-3	-5	2	-1	-1.4	3	6	-12
CCCNC(=O)C1(CC2CC(c3ccccc3)=NO2)CCN(C(=O)C2(C)CC2)CC1 (centres undefined)	-3	-3	-1	-2	-9	6	0.3	-4	0	2
Cc1ccnc(NC2c3ccccc3C(=O)N2Cc2ccccc2Cl)c1 (centres undefined)	-4	0	2	-1	6	-2	0.2	11	-1	-4
O=C1C2C3C=CC(C2C(=O)N1C1CCCCC1)C1C2C(=O)N(C4CCCCC4)C(=O)C2C31 (centres undefined)	-2	5	8	-1	6	0	1.0	5	-8	-3
O=C(NCc1ccccc1)C1C(=O)Nc2ccccc2C(=O)N1C1CCCC1 (centres undefined)	9	0	-4	-4	7	0	0.0	8	-2	.
COC(=O)c1ccc(N2CCN(C)CC2)c(NC(=O)c2cc3ccccc3o2)c1	-11	6	4	-1	2	-4	-2.3	8	7	-8
O=C(Nc1cccc(Cl)c1)c1ccc(NC2=NC3CS(=O)(=O)CC3S2)cc1 (centres undefined)	4	1	4	1	2	9	-1.2	1	-1	-18
Cn1c(=O)cc(OCCCC(=O)NCCC2=CCCCC2)c2ccccc21	-2	0	0	0	-4	-6	1.9	-1	1	7
CCOC(=O)C1CCN(CCCSc2ccc(C)cc2)CC1	0	-3	1	0	6	-12	-1.9	-8	1	4
Cc1nn(Cc2ccc(C(=O)Nc3ccccc3F)cc2)c(C)c1Cl	4	1	0	0	1	-4	-2.1	-13	-2	-4
COc1ccc(C(=O)NN2C(=O)C3C4C=CC(O4)C3C2=O)cc1 (centres undefined)	-6	3	5	-3	-4	2	2.9	-7	-1	5
S=C(SCc1nc(-c2ccc(Cl)cc2)no1)N1CCSCC1	8	5	4	-4	9	1	0.5	19	2	.
O=C(Nn1cnc2ccccc2c1=O)c1ccccc1Cl	-5	5	0	1	1	0	-0.8	-5	-1	11
O=C(Cc1cc(=O)[nH][nH]1)N/N=C/c1ccccc1[N+](=O)[O-]	-2	3	0	1	12	5	-1.6	-12	-6	5
COC(=O)[C@@]1(Cc2ccc(F)cc2)[C@H]2c3cc(C(=O)N(C)C)n(Cc4cc(F)cc5c4OCOC5)c3C[C@H]2CN1C(=O)c1ccccc1	8	-4	-3	-1	-1	11	0.5	1	7	.
COc1ccc(-c2oc(=O)c3cc(OC)c(OC)cc3c2/C=C/c2ccc([N+](=O)[O-])cc2)cc1	-1	1	1	1	2	11	-0.8	5	-32	-3
CCC(C)[C@H](NC(=O)Nc1ccc(Oc2ccccc2)cc1)C(=O)O (some centres undefined)	-1	6	-4	0	5	12	1.6	-12	2	-1
CC(C)c1nc2c(c(=O)c3ccccc3n2C)c(=O)n1CCc1ccccc1	5	6	-3	-2	-38	2	0.9	4	7	.
O=S(=O)(NCCN1CCOCC1)c1ccc(Cl)s1	12	-1	2	0	-1	-5	-1.2	8	-2	-3
CCOc1ccccc1-c1nc(CN2CCC(C(=O)N3CCOCC3)CC2)c(C)o1	1	0	2	-3	0	-3	-1.1	0	2	-7
COc1cccc2cc(-c3cc(=O)oc4cc(C)c(OCC(C)=O)cc34)oc12	-5	-4	-5	-2	0	10	-0.4	-4	7	-15

# Entries of single compounds from above.
# `O=C(NCc1ccccc1)C1C(=O)Nc2ccccc2C(=O)N1C1CCCC1` (centres undefined) as listed: ARFGAP1 inhibitor = 9; NPR1 activator = 0; NPR2 activator = -4; SMARCA2 activ = -4; mABHD4 FP = 7; rCAG RNA binder = 0; PG9 binder = 0.0; ASAP1 GAP inh = 8; NR1D1 modulator = -2; HTRA1 inh = .
# `COC(=O)[C@@]1(Cc2ccc(F)cc2)[C@H]2c3cc(C(=O)N(C)C)n(Cc4cc(F)cc5c4OCOC5)c3C[C@H]2CN1C(=O)c1ccccc1` as listed: ARFGAP1 inhibitor = 8; NPR1 activator = -4; NPR2 activator = -3; SMARCA2 activ = -1; mABHD4 FP = -1; rCAG RNA binder = 11; PG9 binder = 0.5; ASAP1 GAP inh = 1; NR1D1 modulator = 7; HTRA1 inh = .

# Additional records
structure	ARFGAP1 inhibitor	NPR1 activator	NPR2 activator	SMARCA2 activ	mABHD4 FP	rCAG RNA binder	PG9 binder	ASAP1 GAP inh	NR1D1 modulator	HTRA1 inh
O=C(N/N=C/C=C\c1cccc([N+](=O)[O-])c1)c1ccccn1	1	-2	-6	3	-2	1	0.1	-4	-2	5
Cc1ccc2[nH]c(CNC(=O)c3ccc(F)cc3)cc2c1	4	0	-2	-3	-2	-1	-0.7	15	0	-15
COc1cccc(Cn2nnc(C(=O)NCCc3ccc(Cl)cc3)c2N)c1	8	12	2	-2	-12	-3	-1.6	11	-6	-20
CCS(=O)(=O)N1CCC(C(=O)NCc2ccco2)CC1	5	1	8	-2	2	-3	1.4	0	0	5
Fc1cc(Br)cc(F)c1NC(=S)N1CCOCC1	-1	2	0	-3	-5	1	1.2	-3	1	4
CC(=O)Oc1ccc(-c2nc(-c3cccnc3)no2)cc1	22	5	-3	4	1	2	0.9	11	-8	2
Cc1csc2ncc(C(=O)Nc3ccc4c(c3)OCCO4)c(=O)n12	0	-1	-1	-2	2	4	0.6	10	28*	-4
O=C(CCS(=O)(=O)c1ccc(Br)cc1)N1CCN(c2ccc(F)cc2)CC1	-13	3	0	-1	1	-5	0.7	7	2	6
COCCn1c(=N)c(C(=O)NCCc2ccccc2)cc2c(=O)n3cccc(C)c3nc21	5	13	2	0	3	1	1.0	6	3	1
COCCNc1oc(/C=C/c2ccccc2)nc1C#N	-11	6	-4	1	0	-3	4.4	11	-13	0
Clc1ccc(-c2nnc(SCc3cn4ccsc4n3)n2CC2CCCO2)cc1 (centres undefined)	0	8	13	-2	-4	-2	-1.3	14	-4	1
Cc1cccc(NS(=O)(=O)c2nnc(NC(=O)c3ccccc3F)s2)c1	-5	1	4	-1	-6	18	-0.8	8	-7	0
COc1ccc(-c2noc(CCCC(=O)O)n2)cc1	9	3	-6	-11	-2	-1	1.6	9	2	2
Cc1cc(SCC(=O)N2CCC(c3noc4ccc(F)cc34)CC2)nc2ccccc12	-7	-1	-4	2	-1	2	-2.8	10	3	4
CC12CCC(O)CC1=CCC1C2CCC2(C)C1CCC21CCC(=O)O1 (centres undefined)	-4	0	-1	-5	2	-7	0.1	-7	4	-11
COc1ccc(CNC(=O)CN(Cc2cccs2)C(=O)CCC(=O)Nc2ccccn2)cc1	3	-5	0	-3	3	-8	0.4	-8	-9	4
Cc1nnc(SCC(=O)Nc2ncc(S(=O)(=O)c3ccc([N+](=O)[O-])cc3)s2)s1	3	-3	0	4	1	2	-1.3	12	5	2
CCC(C(=O)OC)(C(=O)OC)c1ccc([N+](=O)[O-])cc1	1	-1	2	-1	-23	-2	0.6	-12	0	-2
O=C(C1=C(O)C(=O)N(CCN2CCOCC2)C1c1cccc(F)c1)c1cc2ccccc2o1 (centres undefined)	7	9	-6	0	5	14	24*	-12	0	-4
CCN(CC)CCn1c(NCc2cccc(OC)c2)nc2ccccc21	0	-7	-7	-1	4	-7	0.9	-6	3	4
Clc1ccc(-n2cc(COCc3ccccc3)nn2)cc1	-1	-1	-5	6	-2	-1	-1.9	-4	-1	-2
C[N+]1=C(N)N[C@@]2(C=C3CCCCC3n3c(=O)n(-c4ccccc4)c(=O)n32)C1 (some centres undefined)	.	2	-2	-5	4	2	.	.	-5	.
